Bioassay records as filed in PubChem BioAssay.
14-3-3 Bad inh: inhibitors of 14-3-3 zeta/Bad binding, primary screen, biochemical, TR-FRET, bovine 14-3-3 zeta. 14-3-3 protein zeta/delta (Bos taurus), P63103. TR-FRET 14-3-3zeta/Dy647-pBad peptide displacement, 1 h. inhibition, % at 21.7 µM. actives 0.71% (n = 220,000);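 active = inhibition above about 70%, limit read from the data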;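 also: 0% = full 14-3-3 plus peptide FRET controls and 100% = background without 14-3-3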
Target sequence (P63103 whole entry, looked up): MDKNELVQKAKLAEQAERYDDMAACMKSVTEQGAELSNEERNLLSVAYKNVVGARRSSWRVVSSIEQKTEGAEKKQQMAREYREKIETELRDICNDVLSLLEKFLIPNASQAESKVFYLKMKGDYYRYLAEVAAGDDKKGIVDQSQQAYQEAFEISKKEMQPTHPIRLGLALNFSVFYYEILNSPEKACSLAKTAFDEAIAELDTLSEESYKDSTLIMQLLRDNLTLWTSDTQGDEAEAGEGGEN
Runt-CBFb FRET: inhibitors of RUNX1 Runt–CBFb binding, primary screen, biochemical, FRET, Cerulean-Runt, Venus-CBFb, uHTS. Cerulean-Runt/Venus-CBFb FRET ratio 530/480, 1 h. inhibition, % at 20 µM. actives 0.46% (n = 220,000). AID 1496, 2009;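 active = inhibition over about 50% at 20 µM in the single-dose screen, limit read from the data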;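 also: 0% = DMSO wells and 100% = excess unlabeled CBFb competitor control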
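test system = Cerulean-Runt domain fusion protein, energy donor | probe or stimulus = Venus-CBFb binding partner, 100 nM | incubation = two 1 h room-temperature incubations shielded from light | detection = fluorescence energy transfer, 422 nm excitation, 530/480 nm emission | measure = loss of energy transfer signal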
Wee1 degr inh: Wee1 degradation inhibitors, primary screen, cell-based, HeLa, Wee1K328M-luciferase, luminescence; reporter increase, % at 5 µM; actives 1.2% (n = 220,000); HeLa Luc-Wee1K328M stability; 100% = proteasome inhibitor MG132 effect; Wee1-like protein kinase (Homo sapiens), P30291;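 active = activation above the mean of all tested compounds plus 3 SD, set per screening run, cut at about 8.8% in these data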;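 also: cells exposed to compound for 20 h before luminescence read; 0% = DMSO alone and 100% = MG132 at 30 µM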
Runt-SMMHC FRET: inhibitors of RUNX1 Runt–CBFb-SMMHC binding, primary screen, biochemical, FRET, Cerulean-Runt, Venus-CBFb-SMMHC, uHTS. actives 0.74% (n = 220,000). AID 1434, 2008. inhibition, % at 20 µM. Cerulean-Runt/Venus-CBFb-SMMHC FRET ratio 530/480, 1 h;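 active = mean inhibition across duplicate retests at 20 µM reaching about 50%, limit read from the data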;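 also: 0% = DMSO wells and 100% = wells with excess untagged CBFb-SMMHC; inhibitors lower the FRET ratio by blocking Runt binding to CBFb-SMMHC; some results filed as inactive read as strong as hits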
Thrombin inh: human alpha-thrombin inhibitors, primary screen, counter-screen for coagulation protease inhibitor project, biochemical, 1536-well, fluorogenic AMC substrate; inhibition, % at 5 µM; actives 0.26% (n = 220,000); AID 1046, 2008; Boc-VPR-AMC fluorogenic substrate cleavage;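 active = inhibition at or above 40%; inactive = inhibition below 40%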;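 also: 0% = enzyme with no compound and 100% = wells without enzyme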
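signal = AMC fluorescence, 355/460 nm | material = human alpha-thrombin enzyme | control set = enzyme without compound as high, wells lacking enzyme as low | times = reaction at room temperature | read-out basis = percent inhibition scaled between no-compound controls and no-enzyme blanks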
FXIIa inh 1536: human FXIIa protease inhibitors, primary screen, biochemical, 1536-well; purified FXIIa, Boc-QGR-AMC fluorogenic substrate, 2 h; inhibition, % at 5 µM; actives 0.3% (n = 220,000); AID 800, 2007; in the data active = inhibition above about 40%;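 also: 0% = enzyme with no compound and 100% = blank without enzyme; many of its hits are not listed in these tables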
Hck Nef HTS: inhibitors of Nef-activated human Hck kinase, primary screen, biochemical, Z-Lyte FRET, 384-well, Hck-YEEI; Tyrosine-protein kinase HCK (Homo sapiens), P08631; Recombinant Hck-YEEI plus Nef, Z-Lyte FRET kinase assay; inhibition, % at 20 µM; actives 0.68% (n = 220,000);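 active = Hck-Nef kinase inhibition above about 50%, limit read from the data; inactive = inhibition below that limit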;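 also: 0% = DMSO with Hck plus Nef and 100% = Hck alone without Nef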
Target sequence (P08631 whole entry, looked up): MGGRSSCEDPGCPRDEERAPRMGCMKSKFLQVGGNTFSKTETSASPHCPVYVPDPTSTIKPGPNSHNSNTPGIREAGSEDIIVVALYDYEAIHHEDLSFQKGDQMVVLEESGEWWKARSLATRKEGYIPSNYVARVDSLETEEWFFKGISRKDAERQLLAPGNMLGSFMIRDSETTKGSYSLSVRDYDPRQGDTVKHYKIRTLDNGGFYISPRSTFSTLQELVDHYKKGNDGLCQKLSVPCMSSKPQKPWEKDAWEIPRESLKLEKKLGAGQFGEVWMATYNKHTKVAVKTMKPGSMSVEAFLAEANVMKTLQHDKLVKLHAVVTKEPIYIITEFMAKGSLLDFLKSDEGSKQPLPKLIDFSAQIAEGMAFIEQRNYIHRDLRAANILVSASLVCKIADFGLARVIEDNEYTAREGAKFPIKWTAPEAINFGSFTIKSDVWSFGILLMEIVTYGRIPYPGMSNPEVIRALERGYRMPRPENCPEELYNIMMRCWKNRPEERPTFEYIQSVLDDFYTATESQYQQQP
hK5 inh: human KLK5 protease inhibitors, primary screen, biochemical, 1536-well | Kallikrein-5 (Homo sapiens), Q9Y337 | recombinant hK5, fluorogenic AMC substrate cleavage | inhibition, % at 5 µM | actives 0.59% (n = 210,000) | AID 873, 2007;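 active = inhibition of 40% or more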;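 also: 0% = enzyme controls without compound and 100% = no-enzyme blanks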
Target sequence (Q9Y337 67-293 limits assumed): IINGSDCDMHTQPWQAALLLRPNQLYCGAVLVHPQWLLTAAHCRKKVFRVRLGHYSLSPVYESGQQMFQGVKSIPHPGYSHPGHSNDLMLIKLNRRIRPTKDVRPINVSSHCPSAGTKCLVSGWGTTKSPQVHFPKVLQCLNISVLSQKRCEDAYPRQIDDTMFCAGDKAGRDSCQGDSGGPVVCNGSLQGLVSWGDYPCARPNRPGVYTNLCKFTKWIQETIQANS
FXIa inh 1536: human FXIa protease inhibitors, primary screen, biochemical, 1536-well; Coagulation factor XI (Homo sapiens), P03951; purified FXIa, Boc-Glu-Ala-Arg-AMC fluorogenic substrate; inhibition, % at 5 µM; actives 0.14% (n = 220,000); AID 798, 2007;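 active = inhibition of at least 40%; inactive = inhibition below 40%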;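 also: fluorescence of freed AMC excited at 355 nm; 0% = enzyme without compound and 100% = no enzyme blank; many of its hits are not listed in these tables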
The depositor's hits bear a star; . = no result given; [ ] = another dose, or the depositor's remark.

SMILES	14-3-3 Bad inh	Runt-CBFb FRET	Wee1 degr inh	Runt-SMMHC FRET	Thrombin inh	FXIIa inh 1536	Hck Nef HTS	hK5 inh	FXIa inh 1536
O=C(NCc1ccc2c(c1)OCO2)C(=S)N1CCOCC1	-2.6	-1.5	6.6	-2.8	-6.0	-4.0	-17.6	-4.4	-6.7
CCOC(=O)N1CCC(NC(=O)C2CCN(S(=O)(=O)c3c(C)noc3C)CC2)CC1	3.8	-2.4	-2.1	1.8	3.4	9.1	0.6	-0.4	2.2
CCC(CC)C(=O)Nc1cccc(C(=O)N2CCOCC2)c1	10.7[fluorescence artefact?]	1.5	2.5	-6.7	-6.1	13.4	-0.6	-3.0	3.4
COC(=O)c1cc(=O)nc2scc(C)n12	-0.5	0.4	-0.4	0.8	0.7	11.8	-11.3	-3.9	6.1
CCOC(=O)C1Cc2cc3c(cc2C1=O)CC(C(=O)OCC)C3=O (stereo not drawn)	2.9	-38.6	1.3	-166.8	6.5	12.9	-2.1	-63.6	21.0
COc1ccc2oc(N)c(C=O)c(=O)c2c1	-3.1	-0.5	3.4	-1.8	-1.5	8.7	8.9	0.7	1.8
O=C(O)COc1ccc2c(c1)OCCO2	2.7	-1.6	0.0	3.1	0.2	5.6	2.6	5.6	-23.9
CS(=O)(=O)N1CCc2cc(S(=O)(=O)Nc3ccc4c(c3)OCCO4)ccc21	-11.7	1.9	0.9	4.1	-6.1	12.8	1.6	14.7	-6.2
O=C(C(c1ccccc1)c1ccccc1)N1CC[C@@]2(O)CCCC[C@H]2C1	3.5	-1.4	-2.5	-1.8	-3.3	7.7	1.1	-3.2	0.6
c1ccc2[nH]c(SN3CCOCC3)nc2c1	13.1[fluorescence artefact?]	3.6	-2.8	62.0*	-8.0	11.4	-1.6	-26.2	-3.9
CCOC(=O)c1ccc(NC2c3ncccc3C(=O)N2Cc2ccc(F)cc2)cc1 (stereo not drawn)	85.6*	-8.7	0.1	2.7	3.0	18.9	-0.4	9.9	5.9
CCN(CCCNC(=O)C1CCN(S(=O)(=O)c2cnc[nH]2)CC1)c1ccccc1	-3.9	4.1	8.4	0.0	-7.2	-4.5	1.1	-3.2	-3.7
Cc1ccc(SC(CC(=O)c2ccc(C)cc2)C(=O)O)cc1 (stereo not drawn)	3.2	20.0	2.8	3.4	-5.6	-7.8	0.9	3.2	0.3
COC(=O)c1cc(S(=O)(=O)N2CCC(C)CC2)ccc1F	-9.8	-0.8	-0.5	-1.8	0.8	10.0	1.3	7.3	10.4
CCN(c1ccccc1)S(=O)(=O)c1cccc(C(=O)NCC(c2cccs2)N(C)C)c1 (stereo not drawn)	-8.9	-4.2	-1.9	0.7	3.9	33.7	15.9	9.4	8.9
CCC(C)NC(=O)C(NS(=O)(=O)c1ccc2c(c1)c(=O)n(C)c(=O)n2C)c1ccccc1 (stereo not drawn)	-6.1	0.2	2.5	-2.5	-1.9	10.3	-0.9	-8.8	3.8
Cc1c(NC(=O)CN2C(=O)NC3(CCCC3)C2=O)c(=O)n(-c2ccccc2)n1C	-17.9	0.8	-1.6	-0.9	6.1	7.6	24.2	0.5	-0.8
CCN(CC)S(=O)(=O)c1cccc(-c2n[nH]c(=S)n2C)c1	-4.0	4.7	-1.1	10.3	0.1	2.8	10.7	-8.6	-7.1
COC(=O)CCCC1=CC2=C(c3ccccc3)C(=O)C(C)(OC(=O)C3CCCC3)C(=O)C2=CN1CCCCO (stereo not drawn)	-1.4	3.1	.	-10.7	-4.5	6.1	24.9	2.6	0.1
CCOc1ccc(OCC)c(NC(=O)C2C3C=CC(O3)C2C(=O)NCc2ccco2)c1 (stereo not drawn)	11.5	5.4	-3.0	2.1	2.1	9.2	2.1	-25.0	5.8
CCCN(CCC)c1nc(N(CCC)CCC)[nH]c(=O)n1	0.4	-6.8	-2.6	-2.3	-5.1	7.3	17.2	.	-0.9
COc1ccc(-n2c(CNC(=O)COc3ccc(Cl)cc3)n[nH]c2=S)cc1	-14.2	7.2	1.1	10.4	-1.4	7.9	-10.9	-13.1	-6.6
CCc1ccc(NC(=O)COc2ccc(/C=C(/C#N)c3nc4ccccc4[nH]3)cc2OC)cc1	58.8[fluorescence artefact?]	-61.4	-1.4	-142.9	28.6	17.0	12.5	25.0	21.1
Cc1cccc(NS(=O)(=O)c2ccc3c(c2)Cc2cc(S(=O)(=O)Nc4cccc(C)c4C)ccc2-3)c1C	-11.3	-0.4	0.2	-5.7	2.8	16.6	1.5	-1.4	3.9
CCOC(=O)c1c(NC(=O)CSc2nncs2)sc(C)c1-c1ccccc1	5.2	-5.7	1.2	-3.9	-12.6	6.2	6.0	-12.8	4.5

Profiles from above:
Listed for `Cc1ccc(SC(CC(=O)c2ccc(C)cc2)C(=O)O)cc1` (stereo not drawn) → 14-3-3 Bad inh = 3.2; Runt-CBFb FRET = 20.0; Wee1 degr inh = 2.8; Runt-SMMHC FRET = 3.4; Thrombin inh = -5.6; FXIIa inh 1536 = -7.8; Hck Nef HTS = 0.9; hK5 inh = 3.2; FXIa inh 1536 = 0.3
Listed for `CCOc1ccc(OCC)c(NC(=O)C2C3C=CC(O3)C2C(=O)NCc2ccco2)c1` (stereo not drawn) → 14-3-3 Bad inh = 11.5; Runt-CBFb FRET = 5.4; Wee1 degr inh = -3.0; Runt-SMMHC FRET = 2.1; Thrombin inh = 2.1; FXIIa inh 1536 = 9.2; Hck Nef HTS = 2.1; hK5 inh = -25.0; FXIa inh 1536 = 5.8

More compounds.
SMILES	14-3-3 Bad inh	Runt-CBFb FRET	Wee1 degr inh	Runt-SMMHC FRET	Thrombin inh	FXIIa inh 1536	Hck Nef HTS	hK5 inh	FXIa inh 1536
CC(=O)Nc1ccc(Oc2cc(C#N)c(C#N)cc2N2CCOCC2)cc1	-11.3	-1.2	-0.5	-2.2	0.2	13.5	-1.9	-12.0	7.9
CCCN(c1ccc(C(C)C)cc1)S(=O)(=O)c1c(C)noc1C	-1.7	-2.2	3.4	0.0	-6.5	-12.1	0.9	-16.8	-4.1
C=CCn1c(=O)c(C(=O)NCCc2ccccc2)c(O)c2ccccc21	-12.0	0.2	-1.2	-2.1	4.7	15.0	-2.4	3.2	4.4
CCOC(=O)C1=C(N)OC2=C(C(=O)CCC2)C1c1cccnc1 (stereo not drawn)	10.6	0.4	-1.5	-7.7	1.6	16.5	-5.8	11.7	4.2
CCNC(=O)/C(=C\c1ccccc1)NC(=O)/C=C/c1ccccc1	14.0	-1.4	1.2	-0.6	-9.8	9.1	1.6	-12.2	12.1
CN(C)CCNc1oc(COc2ccc(Cl)cc2Cl)nc1C#N	-7.3	14.7	2.9	3.8	-6.5	-6.9	1.3	-0.7	-10.3
COc1ccc(C2C(C(=O)c3ccco3)=C(O)C(=O)N2CC2CCCO2)cc1 (stereo not drawn)	-8.7	-0.7	1.4	-1.7	-3.4	8.1	-5.2	.	1.3
CCOC(=O)c1nnn(-c2nonc2N)c1-c1ccccc1	-6.2[fluorescence artefact?]	-2.1	-1.3	-3.5	-3.6	3.3	3.1	-27.1	-8.4
CCC(=C(c1ccc(OC)cc1)c1ccc(OC)cc1)c1cn(CC(O)CN2CCN(C)CC2)c2ccccc12 (stereo not drawn)	96.1*[fluorescence artefact?]	-0.6	0.8	-0.4	-4.6	5.3	111.2*	-2.5	-7.0
Cc1noc(C)c1CSc1cc(C)c2ccccc2n1	-4.4	-3.5	-1.9	0.0	5.8	14.5	1.7	0.2	4.0
O=C(O)CCCCn1c(SCC(=O)Nc2ccccc2C(F)(F)F)nc2ccsc2c1=O	3.9[fluorescence artefact?]	-2.1	0.1	-2.8	-2.3	11.0	1.0	15.3	29.0
O=C(NNC(=O)c1sccc1-n1cccc1)Nc1ccccc1	-14.4	0.0	-2.7	-1.0	-4.8	5.0	18.6	-4.7	-4.2
COc1ccc(OCCNC(=O)c2ccccc2OCC(=O)Nc2ccc(NC(C)=O)cc2)cc1	10.2	-3.2	-1.2	2.4	-1.6	0.7	-8.9	-10.8	5.0
Cc1ccc(OCCN2CCN(CC(O)Cn3c4ccccc4c4ccccc43)CC2)cc1 (stereo not drawn)	40.5	-3.7	5.8	-5.1	-7.8	8.8	-0.6	2.0	-2.8
CCc1ccc(-c2cc(C(F)(F)F)n3nc(C(=O)Nc4cnn(Cc5ccccc5C)c4)cc3n2)s1	2.7	-47.4	-0.3	-18.1	-0.2	0.7	16.1	-140.6	-12.2
CC(C)(C)c1ccccc1OCCCCCn1ccnc1	-3.9	-2.6	-0.3	3.5	2.6	1.6	21.9	-13.2	-1.1
COc1ccc(-n2c(Cc3cccn3C)nnc2SCC(=O)N2CCC(C)CC2)cc1	-6.5[fluorescence artefact?]	2.2	-1.0	0.4	3.6	-0.8	-4.5	-3.7	-5.9
COc1ccc(OC)c(NS(=O)(=O)c2ccc3c(c2)CCC(=O)N3)c1	-11.7	9.3	-2.7	2.3	-3.5	-14.7	0.3	4.2	-5.6
CCN(CC)S(=O)(=O)c1cc(NC(=O)CSc2nnc(-c3cccs3)o2)ccc1C	-1.3[fluorescence artefact?]	0.3	-0.9	0.6	20.4	14.9	0.4	-5.3	2.0
O=S(=O)(c1ccc(Cl)cc1)N1CCCC1c1nc(-c2ccc(Cl)cc2)no1 (stereo not drawn)	5.3	-2.8	-1.0	-0.1	4.1	27.7	0.1	0.4	21.7
O=C(CCCc1nc(-c2ccccc2)no1)Nc1cccnc1	12.5	-0.3	2.2	-4.7	1.7	14.2	-3.3	-20.5	4.1
COc1cccc(-c2csc(N3CCN(C(=S)Nc4ccc(Cl)cc4)CC3)n2)c1	-35.1[fluorescence artefact?]	4.4	2.5	-7.1	15.5	10.5	-1.5	9.9	7.7
O=C(/C=C/c1ccccc1)NCCSc1ccc(Cl)cc1	9.1	-0.9	-0.2	-2.0	1.8	0.9	0.0	-18.1	0.8
CCCOc1ccc(C(CC(=O)O)NS(=O)(=O)c2ccc(NC(C)=O)cc2)cc1 (stereo not drawn)	1.5[fluorescence artefact?]	0.8	-3.6	-2.9	3.0	9.3	4.7	-1.2	-1.3
COc1ccc(NC(=O)C2CCN(c3cc(C)nc(-c4ccccc4)n3)CC2)cc1	-14.6	1.6	-0.2	-4.5	5.5	14.2	7.7	-2.8	2.2
CCCN(CCC)S(=O)(=O)c1ccc(C(=O)Nc2nc3c(s2)CCc2ccccc2-3)cc1	3.4	1.1	0.1	-5.4	-3.1	-0.8	3.4	-4.9	4.1
CN(CCc1ccccn1)Cc1ccc(Cl)cc1Cl	37.6	-4.9	0.2	-5.5	0.6	12.9	1.9	6.0	6.7

An unsorted share of the library; any-hit rate near 4.2%.
